FLuc inh: blocks purified firefly luciferase enzyme activity | P08659 | 76,000 compounds, 2.5% hits | purified P. pyralis luciferase, luminescence, biochemical | AID 1347043 | Potency, µM (titrated, usually from 115 µM), inactives show at the highest dose activity change, negative = inhibition, most hits filed as inhibitors; note: potency is the fitted concentration of half-maximal effect; nearly all actives have a fitted effect of over 65% in size
Target sequence (P08659 whole entry, looked up): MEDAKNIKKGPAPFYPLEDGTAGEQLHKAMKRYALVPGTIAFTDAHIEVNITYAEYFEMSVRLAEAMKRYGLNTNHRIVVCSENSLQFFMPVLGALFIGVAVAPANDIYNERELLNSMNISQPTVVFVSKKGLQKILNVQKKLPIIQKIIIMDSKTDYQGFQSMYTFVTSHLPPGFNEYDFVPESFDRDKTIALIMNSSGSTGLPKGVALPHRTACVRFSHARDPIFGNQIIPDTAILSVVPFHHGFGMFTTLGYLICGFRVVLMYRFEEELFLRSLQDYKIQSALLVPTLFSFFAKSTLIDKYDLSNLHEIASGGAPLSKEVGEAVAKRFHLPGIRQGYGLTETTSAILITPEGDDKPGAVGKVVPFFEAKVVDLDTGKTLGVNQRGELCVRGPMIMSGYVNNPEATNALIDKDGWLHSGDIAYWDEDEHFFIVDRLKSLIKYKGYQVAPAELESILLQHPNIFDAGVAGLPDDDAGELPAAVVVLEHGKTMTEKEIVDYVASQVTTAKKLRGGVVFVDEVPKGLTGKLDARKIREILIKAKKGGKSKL
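Luminescence read by CCD imager after adding enzyme (10nM final) to wells holding compound, titrated in qHTS. Substrates 10uM each D-luciferin and ATP; buffer 50mM Tris acetate pH 7.5, 10mM Mg acetate, Tween-20, BSA.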
IP6K1 inhibitor: inhibitors of human IP6K1; Q92551; IP6K1 kinase, ADP-Glo luminescence, 2 h; hits give low values; AID 1645851; 140,000 compounds, 0.81% hits; activity change, % (series mostly up to about 58 µM); in the data active = activity change below about -25%
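ADP-Glo luminescence measures ADP made by human IP6K1 during a 2 h RT reaction with ATP/IP6 (mix at 1.3 mM/130 uM); top library doses 57.5 and 19.1 uM final.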
SNCA expr inh: inhibitors of alpha-synuclein (SNCA) gene expression. HEK-293 SNCA-luciferase knock-in, luminescence, 24 h. Potency, µM (doses to about 57.2 µM), for the others: at the highest dose activity change, negative = inhibition, most hits filed as inhibitors. 140,000 compounds, 0.17% hits;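 note: potency is the fitted concentration of half-maximal effect; plate controls were DMSO cells for no effect and cell-free wells for full effect; nearly all actives have a fitted effect of over 45% in size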
SNCA viab count: cell viability loss counter-screen | HEK-293-SNCA-luc viability, GF-AFC fluorescence, 24 h | Potency, µM (doses to about 57.1 µM), for inactives: at the highest dose activity change, negative = cytotoxicity, actives largely listed as cytotoxic | 150,000 compounds, 0.12% hits;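 note: potency is the fitted concentration of half-maximal effect; 0% = DMSO-treated cells and -100% = medium-only wells without cells; nearly all actives have a fitted effect of over 30% in size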
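Cytotoxicity counterscreen: after 24 h compound treatment of genome-edited SNCA-luciferase HEK-293 cells, live-cell protease substrate GF-AFC read by fluorescence after 30 min; activity scaled between DMSO (0%) and medium-only (-100%), curves Hill-fitted.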
GPT2 inhibitor: inhibitors of human GPT2 alanine aminotransferase | Potency, µM (doses to about 57.7 µM), inactives show at the highest dose activity change, negative = inhibition, most hits filed as inhibitors | AID 1671188 | Recombinant GPT2, coupled pyruvate oxidase/HRP Amplex Red fluorescence | 100,000 compounds, 0.25% hits; note: potency is the fitted concentration of half-maximal effect; nearly all actives have a fitted effect of over 60% in size; many of its hits are not listed in these tables
Target sequence (Q8TD30 whole entry, looked up): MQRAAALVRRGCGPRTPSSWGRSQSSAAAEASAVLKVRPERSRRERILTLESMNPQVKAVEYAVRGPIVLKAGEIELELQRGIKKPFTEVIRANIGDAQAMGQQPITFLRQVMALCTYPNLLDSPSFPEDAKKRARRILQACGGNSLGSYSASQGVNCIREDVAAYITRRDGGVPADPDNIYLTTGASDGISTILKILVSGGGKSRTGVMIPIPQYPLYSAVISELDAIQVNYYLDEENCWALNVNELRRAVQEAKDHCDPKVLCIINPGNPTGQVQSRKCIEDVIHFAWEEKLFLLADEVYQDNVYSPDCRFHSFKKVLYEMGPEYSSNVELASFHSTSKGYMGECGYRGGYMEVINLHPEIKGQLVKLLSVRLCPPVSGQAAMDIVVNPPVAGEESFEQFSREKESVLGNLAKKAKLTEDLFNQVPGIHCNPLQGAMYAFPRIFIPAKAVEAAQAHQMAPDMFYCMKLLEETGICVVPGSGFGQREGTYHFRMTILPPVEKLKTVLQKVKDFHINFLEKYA
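Recombinant GPT2 (10ng/uL) with 250uM a-KG and 2mM L-alanine, 30 min at room temperature, in HEPES pH 7.5 buffer. Pyruvate detected by pyruvate oxidase/HRP/Amplex Red fluorescence after 30 min in the dark; AOA (50uM) as positive control.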
HEK293 tox: cytotoxic compounds in HEK 293 cells. HEK 293 viability, ATP luminescence (CellTiter-Glo), 48-72 h. Potency, µM (series often up to 115 µM), inactives show at the top dose activity change, negative = cytotoxicity, usual class: inhibitors. 94,000 compounds, 6.6% hits; note: potency is the fitted concentration of half-maximal effect; nearly all actives have a fitted effect of over 60% in size
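HEK 293 seeded at 250 cells/well receive compound via pintool. After 48 or 72 hr at 37 degree Celsius, 5% CO2 and 95% humidity, CellTiter-Glo is dispensed and luminescence read following 10 min at room temperature.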
NIH3T3 tox: kills NIH 3T3 cells. NIH 3T3 viability, CellTiter-Glo ATP luminescence, 48-72 h. Potency, µM (highest dose often 96.7 µM), without a hit: at the top dose activity change, negative = cytotoxicity, most hits filed as inhibitors. 94,000 compounds, 4.3% hits. AID 1345082; note: potency is the fitted concentration of half-maximal effect; nearly all actives have a fitted effect of over 55% in size
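Viability of NIH 3T3 cells after 48 or 72 hr compound treatment at 37 °C was assessed by CellTiter-Glo, with luminescence imaged following a 10 min room-temperature step.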
The depositor's hits bear a star; i = inactive; u = inconclusive; x = no result given; [ ] = remark or other dose. Unless noted, calls come from the whole dose curve; as a rule, active = well fitted curve in the direction sought with a large enough effect; inconclusive = small, poorly fitted or top-dose-only effect, or another doubt; inactive = no such curve, though single readings can be large; an effect the other way counts as inactive or inconclusive. Unless noted, % is set by controls: 0 for no effect and ±100 for the full control effect. Some of the compounds tested. The share of hits here may be higher or lower than overall.

molecule	SNCA expr inh	HEK293 tox	SNCA viab count	NIH3T3 tox	IP6K1 inhibitor	FLuc inh	GPT2 inhibitor
COc1ccc(CC(=O)NCc2cc(C)cc3c(C)c(C)[nH]c23)c(OC)c1	30%	u	u	u	-3	0%	-5%
COc1cccc(-c2ccc(C(=O)N3CCC(NC(=O)c4cccc(Cl)c4)CC3)cc2)c1	7%	u	7%[12.5 µM]	u	-18	x	-7%
CCn1nccc1C(=O)N1CC(c2nc(CCOc3cccc(C)c3)no2)C1	u	u	-2%	-27%	0	6%	-29%
CC(C)c1ccc(C2=CC(c3cccc(Cl)c3)n3c(nc4ccccc43)N2)cc1 (configuration not stated)	-77%	x	-6%	x	0	x	x
COc1ccc(-n2nc(C)c([C@@H]3C=C[C@@H](NC(=S)NCC(C)C)C3)c2C)cc1	67%[activator][87.6 µM]	28µM*	-26%[87.6 µM]	u	11	16µM*	1%[88.5 µM]
CC(C)(C)OC(=O)N1CCC(c2c(C(=O)NCc3ccc(F)cc3)cnn2-c2ccc(F)cc2)CC1	18%	x	1%	x	-7	x	x
c1ccc(C2=NOC3(CCN(CC4CC4)CC3)C2)cc1	-12%[87.6 µM]	-9%[172 µM]	-12%[87.6 µM]	-8%[138 µM]	3	x	i
O=C(NCc1nc(-c2cccc(F)c2)c(-c2ccccn2)[nH]1)N1CCCC1	3%	50µM*	-2%	u	11	1%	-7%
CCc1noc(-c2cccn3c(CNC(=O)Cc4ccccc4Cl)nnc23)n1	8%	i	-16%	i	14	7%	4%
CC12CC34CC(O)C5C(CO)(CO)CC(=O)CC5(C)C3CC1C2C4 (configuration not stated)	x	x	3%	x	-1	x	i
CN(CC1CCOC1)S(=O)(=O)c1ccc(Br)cc1 (configuration not stated)	0%	3%	6%	3%	24	-5%	4%
COc1ccc(-c2cc3onc(-c4ccncc4)c3c(=O)n2C)cc1	x	x	u	x	0	x	u
Cc1ccc(/C=C(\C#N)C(=O)Nc2cc(C)ccc2C)cc1	-19%	x	9%	x	6	x	x
Cc1cc(=O)[nH]c(CCNc2nc(-c3ccncc3)nc3c2c(C)nn3C)n1	-8%	-11%	-1%	-18%	3	-3%	u
COc1ccccc1C(=O)N1CCC2(CC1)COc1ccccc1NC2=O	15%	-30%	6%	-21%	21	-1%	3%
NCCn1cc(C(=O)N2CCC(N3CCCC(C(=O)N4CCCC4)C3)CC2)nn1 (configuration not stated)	10%	-15%	-3%	-8%	10	9%	1%
O=C(NC1CCOCC1)c1cccc(S(=O)(=O)N2CCC[C@H]2CO)c1	0%	4%	7%	-9%	-4	-3%	u
Cc1cnc(Nc2ccc(F)cc2Cl)nc1-c1c[nH]c(C(=O)NC(CO)c2cccc(Cl)c2)c1 (configuration not stated)	x	x	-27%	x	-42*	x	7.1µM*
CCc1cccc(C)c1NC(=O)Cn1ncc2c3ccccc3n(Cc3ccccc3)c2c1=O	-24%	x	-14%	x	-2	x	x
CC(=O)c1cc(-c2ccccc2)n(CC(=O)Nc2ccc(C)c(C)c2)c1C	-16%	x	-4%	x	5	x	x
C1=C(c2cc(-c3ccncc3)cn3cncc23)CCOC1	-22%[87.6 µM]	100µM*	4%[87.6 µM]	25µM*	-1	-14%[230 µM]	3%[88.5 µM]
CC(C)NC[C@H](O)COc1cccc2[nH]ccc12	0%	x	-8%	x	x	x	-7%
Cc1ccccc1OCC(=O)NCC(c1ccc(Cl)cc1)N1CCCCC1 (configuration not stated)	-5%	x	3%	x	-6	x	x
COc1ccc(N2CCOC3CCN(Cc4ccccn4)CC3C2=O)cc1 (configuration not stated)	7%[87.6 µM]	-16%[172 µM]	4%[87.6 µM]	u	-3	-4%[172 µM]	-3%[88.5 µM]
CCCCNC(=O)CC(c1cccc(OC)c1OC)c1c[nH]c2ccccc12 (configuration not stated)	u	u	-18%	u	-3	0%	4%
O=C(O)[C@@H]1CN(C(=O)NC2CCCC2)C[C@H]1c1ccccn1	2%	0%	7%	-5%	9	0%	-10%
C[C@H]1[C@@H]2[C@@H](O)C([C@H](C)C(=O)NC3CC3)CC[C@@]2(C)CC[C@@H]1NC(=O)C1CCCCC1 (some centres not stated)	-7%[87.6 µM]	-22%[172 µM]	3%[87.6 µM]	-24%[174 µM]	-5	-14%[172 µM]	4%[88.5 µM]
O=C(Nc1nnc(N2CCCCCC2)s1)Nc1ccccc1C(F)(F)F	102%[activator]	x	-2%	x	-7	x	x
CC1=C[C@@H](CN2CCN(c3ccccn3)CC2)[C@H](C(C)C)C[C@H]1Cc1nnc(-c2ccccc2)o1	-29%	40µM*	u	u	7	-13%	u
Cc1nc(CC(=O)Nc2ccc(N(C)C)cc2)cs1	66%[activator]	x	7%	x	5	x	x
CC(C)c1ccc(NC(=O)CSC2=Nc3ccccc3C3=NC(CC(=O)NCCc4ccccc4)C(=O)N23)cc1 (configuration not stated)	2%	x	u	x	0	x	x
CC1Oc2ccc(NC(=O)Cc3ccc(F)cc3)cc2CN(Cc2ccccc2F)C1=O (configuration not stated)	0%	u	-3%	u	21	u	-11%
CC(C)[C@@H](C(=O)O)N1Cc2c(cc(O)c3c2O[C@]2(C3)[C@H](C)CCC3C(C)(C)[C@H](O)[C@H](O)C[C@@]32C)C1=O (some centres not stated)	x	x	2%[23.9 µM]	x	7	x	i
O=C1Nc2ccc(-c3ccc4c(c3)OCO4)cc2C(=O)N2CCN(C(=O)c3cccs3)C[C@H]12	-3%	u	-3%	u	-7	-28%	1%
Cc1ccc(CN2CC[C@H](CO)[C@H](NC(=O)c3cccnc3)C2)s1	u	-22%	-5%[12.5 µM]	-6%	12	6%	-12%
COc1ccc(OC(=O)c2nc(SCc3ccccc3F)ncc2Cl)cc1	u	x	12%	x	-34*	x	x
O=C(c1cccnc1)N1CCC2(C1)C(=NC1CCCC1)NC(=O)N2c1cccnc1 (configuration not stated)	-17%	i	-4%	-2%	0	3%	2%
Cc1ccc(C)c(NC(=O)CN2C(=O)CCc3cc(S(=O)(=O)N4CCCCC4)ccc32)c1	4%	x	11%	x	15	x	x
O=C(NC1CCN(c2ccnc3ccnn23)C1)c1cc(F)ccc1Br (configuration not stated)	-29%	u	-5%	u	14	x	1%
O=C(CCc1ccnc(N2CCCC2)c1)NCc1ccc(F)c(Cl)c1	17%	u	0%	-20%	-5	10%	-4%
CN(C)c1cc(N2CCCC(NC(=O)c3ccccn3)C2)ncn1 (configuration not stated)	-14%	-9%	-1%	-8%	8	9%	i
O=C(NC1CCN(c2ccc3nnc(-c4ccccc4)n3n2)C1)C1CCCC1 (configuration not stated)	x	i	x	-18%	5	x	x
O=[N+]([O-])c1ccccc1CN1C[C@H](O)C[C@H]1c1nc(-c2ccncc2)no1	161%[activator][87.6 µM]	-30%[172 µM]	-4%[87.6 µM]	-30%[174 µM]	-1	u	0%[88.5 µM]
Cc1ccc(CCNC(=O)c2ccc3c(=O)n(-c4ccc(C)cc4)c(=O)[nH]c3c2)cc1	2%	x	4%	x	6	x	x
Cc1ccc(-n2nc(-c3c(C)nc4scc(CC(=O)NCc5ccco5)n4c3=O)cc2C)cc1	-9%	u	3%	-4%	-13	1%	-2%
Cc1ccc2nc(-c3ccccn3)c(Nc3ccccc3C)n2c1	u	x	u	x	49	x	x
CCc1nnc(CN(CC)C(=O)COc2ccc(Cl)cc2Cl)o1	12%	-15%	-5%	-10%	-7	-3%	-8%
CC(C)CN(CC1CN(C(=O)c2ccc(Cl)c(Cl)c2)CCO1)C(=O)c1ccc(F)cc1 (configuration not stated)	-10%	u	-9%	u	-14	7%	i
COc1cccc(C(=O)NCC2CCCN(Cc3cnc(C)s3)C2)c1OC (configuration not stated)	33%	1%	-7%	-19%	4	0%	0%
COc1cccc(Nc2cnc3ccc(N4CCOCC4)nn23)c1	-16%[87.6 µM]	-25%[172 µM]	0%[87.6 µM]	u	-16	-11%[172 µM]	u

Profiles as entered above.
Cc1ccc(CCNC(=O)c2ccc3c(=O)n(-c4ccc(C)cc4)c(=O)[nH]c3c2)cc1 is listed as SNCA expr inh: 2%; HEK293 tox: x; SNCA viab count: 4%; NIH3T3 tox: x; IP6K1 inhibitor: 6; FLuc inh: x; GPT2 inhibitor: x
CCc1nnc(CN(CC)C(=O)COc2ccc(Cl)cc2Cl)o1 is listed as SNCA expr inh: 12%; HEK293 tox: -15%; SNCA viab count: -5%; NIH3T3 tox: -10%; IP6K1 inhibitor: -7; FLuc inh: -3%; GPT2 inhibitor: -8%

Remaining list, next part
molecule	SNCA expr inh	HEK293 tox	SNCA viab count	NIH3T3 tox	IP6K1 inhibitor	FLuc inh	GPT2 inhibitor
Cc1ccccc1C1CCCN(C(=O)c2cnc(-c3cccnc3)nc2)C1 (configuration not stated)	-13%	u	-5%	u	18	-12%	i
COc1ccc(-c2nc3sc(CCNS(=O)(=O)c4ccc(F)c(C)c4)c(C)n3n2)cc1	u	x	u	x	5	x	x
O=C1CCCCC(C(=O)NCCN2CCOCC2)N1 (configuration not stated)	25%	16%	3%	i	13	3%	i
CN(Cc1cccc(OCC(O)CN2CCOCC2)c1)Cc1ccc2nonc2c1 (configuration not stated)	-21%	u	-6%	-23%	8	7%	-9%
Cc1noc(C)c1Cc1ccc(C(=O)N(C)C2CCc3nnc(C)n3CC2)o1 (configuration not stated)	0%	u	-3%	-17%	2	-2%	1%
CC(C)CNC(=O)c1ccc2nnc(Cc3ccc(Cl)cc3)n2c1	12%[87.6 µM]	u	1%[87.6 µM]	u	-11	x	i
COCCN1C[C@H]2CN(C(=O)c3ccc(C(F)(F)F)cc3)CCN2C1=O	-9%[87.6 µM]	-11%[172 µM]	10%[87.6 µM]	-11%[138 µM]	5	-14%[172 µM]	3%[88.5 µM]
COc1ccc(OC)c(S(=O)(=O)N2CCCCCCNC(=O)CC2c2ccccc2)c1 (configuration not stated)	10%	u	-8%	u	11	-6%	-21%
COCCCNC(=O)c1ccc(Cn2c(=O)c3ccccc3n(Cc3ccc(C)cc3)c2=O)cc1	-10%	x	11%	x	-2	x	x
COc1cc(C(=O)N2CCC3(CC2)CC(=O)N(C)C3)ccn1	-12%	-7%	2%	-4%	-10	0%	i
Cc1cccc(OC[C@H]2C[C@@H](NC(=O)c3c(-c4ccccc4)noc3C)[C@H](O)[C@@H]2O)n1	6%	4%	2%	-2%	-9	-1%	-11%
CCS(=O)(=O)N1CCc2cc(C(=O)NCc3ccccc3Cl)ccc21	58%[activator]	x	7%	x	8	x	x
COc1cc(-c2ccno2)ccc1S(=O)(=O)N1CCN(c2ccccc2)CC1	15%	x	3%	x	-16	x	x
O=C(c1ccccc1)c1ccc2nc(N3CCN(c4ccccc4)CC3)c3nncn3c2c1	2%	x	4%	x	-3	x	x
